LYPLA2 counter: blocks human lysophospholipase 2, a PME1 counter-screen; recombinant LYPLA2, FP-Rh probe fluorescence polarization; AID 2177; 320,000 compounds, 0.38% hits; inhibition, % at 5.9 µM; O95372;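 active = inhibition above the screen-wide mean plus 3 SD, limit set per campaign, cut at about 26% in these data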;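 also: 0% = LYPLA2 with DMSO and 100% = wells lacking LYPLA2 enzyme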
PAFAH1B2 FP inh: PAFAH1B2 (human) inhibition; 340,000 compounds, 1.2% hits; AID 492953; inhibition, % at 3.39 µM; recombinant PAFAH1B2, FP-rhodamine activity probe, fluorescence polarization;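 active = inhibition above the mean of all tested compounds plus 3 SD, cut at about 24% in these data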;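 also: 0% = enzyme with DMSO and 100% = wells lacking PAFAH1B2; many of its hits are not listed in these tables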
PME-1 inh: blocks human protein phosphatase methylesterase 1 | Q9Y570 | recombinant PME-1, FP-Rh probe fluorescence polarization | inhibition, % at 5.9 µM | 320,000 compounds, 0.53% hits | AID 2130;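 active = inhibition above the campaign mean of all compounds plus 3 SD, cut at about 26% in these data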;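 also: competitive labeling of PME-1 active site by serine hydrolase directed probe; 0% = PME-1 with DMSO and 100% = wells lacking PME-1 enzyme; inhibitors block probe labeling so polarization falls and inhibition rises; many of its hits are not listed in these tables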
LYPLA1 inh: LYPLA1 (human) inhibition in PME1 counter-screen; O75608; recombinant LYPLA1, FP-Rh probe fluorescence polarization; inhibition, % at 5.9 µM; 320,000 compounds, 0.16% hits; AID 2174;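 active = inhibition above the mean of all tested compounds plus 3 SD, set per campaign, cut at about 14% in these data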;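 also: inhibitors block serine hydrolase probe labeling of LYPLA1 so polarization falls; 0% = enzyme with DMSO and 100% = wells lacking LYPLA1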
PAFAH1B3 inh: PAFAH1B3 (human) inhibition; Q15102; 340,000 compounds, 0.28% hits; recombinant PAFAH1B3, FP-rhodamine probe, fluorescence polarization; inhibition, % at 3.39 µM;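 active = inhibition above the screen-wide average of all tested compounds plus 3 SD, cut at about 25% in these data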;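 also: 0% = enzyme with DMSO only and 100% = wells lacking PAFAH1B3 protein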
Target sequence (Q15102 whole entry, looked up): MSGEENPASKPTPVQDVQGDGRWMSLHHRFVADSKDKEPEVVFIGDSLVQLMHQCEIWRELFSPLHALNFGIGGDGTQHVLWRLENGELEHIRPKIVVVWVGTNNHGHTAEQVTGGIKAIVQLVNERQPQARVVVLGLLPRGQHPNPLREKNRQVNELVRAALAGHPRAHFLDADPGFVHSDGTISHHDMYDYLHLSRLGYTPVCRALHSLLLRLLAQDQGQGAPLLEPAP
GSTO1 inh: GSTO1 inhibition, counter-screen for RBBP9 inhibitors | 300,000 compounds, 1.1% hits | P78417 | inhibition, % at 5.96 µM | recombinant GSTO1, activity-based probe fluorescence polarization;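 active = inhibition above the campaign mean inhibition plus 3 SD, cut at about 35% in these data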;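 also: 0% = GSTO1-1 with DMSO and 100% = wells lacking GSTO1-1 enzyme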
Target sequence (P78417 whole entry, looked up): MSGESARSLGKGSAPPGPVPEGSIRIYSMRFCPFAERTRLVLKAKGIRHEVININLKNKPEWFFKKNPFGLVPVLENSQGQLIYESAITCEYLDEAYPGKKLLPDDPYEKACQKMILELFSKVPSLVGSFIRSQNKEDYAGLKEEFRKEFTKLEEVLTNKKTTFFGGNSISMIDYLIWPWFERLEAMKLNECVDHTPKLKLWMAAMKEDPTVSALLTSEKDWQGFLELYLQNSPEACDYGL
PREPL inh: human PREPL enzyme inhibition. Q4J6C6. recombinant PREPL, fluorescence polarization activity-based probe. inhibition, % at 5.96 µM. 320,000 compounds, 0.68% hits. AID 2751; in the data active = inhibition above about 43%;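 also: 0% = enzyme with DMSO and 100% = wells lacking enzyme; many of its hits are not listed in these tables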
pPAFAH FP inh: inhibitors of human plasma PAF acetylhydrolase (pPAFAH); Q13093; recombinant pPAFAH, FP-rhodamine probe fluorescence polarization; inhibition, % at 3.39 µM; 330,000 compounds, 1.5% hits;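 active = inhibition above the mean inhibition across the screen plus 3 SD, cut at about 25% in these data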;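 also: inhibitors block binding of the rhodamine activity-based probe so polarization drops; 0% = enzyme with DMSO and 100% = wells lacking pPAFAH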
Target sequence (Q13093 whole entry, looked up): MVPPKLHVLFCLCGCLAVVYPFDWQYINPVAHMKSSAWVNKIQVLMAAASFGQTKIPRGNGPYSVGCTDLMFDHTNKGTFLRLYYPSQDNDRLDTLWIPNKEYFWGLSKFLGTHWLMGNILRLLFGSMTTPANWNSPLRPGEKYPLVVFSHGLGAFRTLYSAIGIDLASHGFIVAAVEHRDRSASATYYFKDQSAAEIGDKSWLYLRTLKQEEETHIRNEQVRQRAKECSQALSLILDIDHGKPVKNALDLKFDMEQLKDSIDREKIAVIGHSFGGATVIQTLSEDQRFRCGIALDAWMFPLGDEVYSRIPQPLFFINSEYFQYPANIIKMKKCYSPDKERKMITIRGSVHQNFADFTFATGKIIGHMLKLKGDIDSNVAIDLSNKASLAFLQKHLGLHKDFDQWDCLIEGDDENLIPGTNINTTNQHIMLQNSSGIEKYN
PAD4 FP inh: inhibitors of human PAD4. Q9UM07. recombinant PAD4, RCA probe fluorescence polarization. inhibition, % at 6.36 µM. 330,000 compounds, 0.41% hits. AID 485272;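 active = percent inhibition above a cutoff equal to the mean of all tested compounds plus 3 SD, cut at about 15% in these data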;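 also: 0% = PAD4 with RCA probe and DMSO and 100% = probe without PAD4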
Starred values were filed as active, the others as inactive; . = not tested or not shown.

SMILES	LYPLA2 counter	PAFAH1B2 FP inh	PME-1 inh	LYPLA1 inh	PAFAH1B3 inh	GSTO1 inh	PREPL inh	pPAFAH FP inh	PAD4 FP inh
COc1cccc(CN2CCN(Cc3ccc(OC)c(OC)c3)CC2CCO)c1 (centres undefined)	0	2	-6	-1	10	2	-2	-1	1
O=C(Cn1cnc([N+](=O)[O-])n1)NCCc1ccccc1	18	.	2	1	.	1	-3	7	-1
O=C(O)c1ccccc1OCc1ccccc1Cl	0	13	-6	-2	-1	-6	-13	0	2
O=C(Nc1ccc2c(c1)CCC2)c1ccccc1F	-2	4	2	-4	10	-2	6	7	-6
O=C(c1ccc(F)cc1)N1CCN(c2cnn(-c3ccccc3)c(=O)c2Cl)CC1	2	7	0	4	4	7	-4	-2	-4
COc1ccccc1N1CCN(C(=O)c2cc3cc(F)ccc3[nH]2)CC1	1	0	-4	-4	-4	-1	6	1	4
Cc1ccc(NS(=O)(=O)c2cc(NC(=O)c3ccc4c(c3)NC(=O)CS4)ccc2C)c(C)c1	-144	-11	-125	-70	-4	-2	-27	-29	-2
CC(C)CNC(=O)c1ccccc1NC(=O)CSCc1ccccc1	8	4	4	4	7	4	-1	4	-2
Cc1cc([N+](=O)[O-])ccc1NCc1ccc2ccccc2c1	-2	4	-13	-8	-1	0	27	-2	0
CN1C(=O)CS(=O)c2ccc(C(=O)NCCC3=CCCCC3)cc21 (centres undefined)	-4	1	-6	-1	1	-1	-3	5	2
CCOC(=O)CC(=O)CSc1ncnc2c1oc1ccccc12	6	3	-1	2	4	-47	4	2	-2
OCCCn1c(CCNc2nc(-c3ccc(Cl)cc3)cs2)nc2cc(C(F)(F)F)ccc21	-1	27*	4	-3	5	0	17	7	4
NC(=O)[C@@H]1CCCN1C(=O)[C@@H](Cc1cnc[nH]1)NC(=O)[C@@H]1CCC(=O)N1	6	1	-2	2	6	.	10	3	-1
O=C(COC(=O)C1CCCCC1)Nc1ccc([N+](=O)[O-])cc1	2	5	1	0	11	1	2	6	2
Cc1ccc(S(=O)(=O)NCCCC(=O)C=[N+]=[N-])cc1	-4	6	2	-4	8	16	1	8	-2
CCN(CC)c1ccc(NC(=O)CN2CCN(c3ccccc3F)CC2)cc1	6	-1	3	1	15	3	24	8	3
Cc1noc(NS(=O)(=O)c2ccc(NC(=O)CSc3ncccn3)cc2)c1C	8	-2	1	3	3	55*	5	9	2
Cc1nc2ccccc2c(=O)n1/N=C/c1cn[nH]c1-c1ccccc1	-2	.	3	-3	.	4	-5	3	3
Cc1nn(C)c(Oc2cccc(C(F)(F)F)c2)c1C#N	-4	3	3	-7	5	3	1	1	-2
C/C(=N/O)c1cccc(N2Cc3ccccc3C2)c1	-3	1	6	-3	8	-1	12	4	2
CCOC(=O)[C@H]1[C@H]2COc3ccc(Br)cc3[C@@H]2N2C(=O)CN(CC3CCCO3)C(=O)[C@@]12C (some centres undefined)	8	2	6	0	10	.	1	-2	3
Cc1ccc(C(=O)N(CC(=O)NC2CCCCC2)c2ccccc2C)s1	3	1	-4	1	-3	1	-4	0	2
Cc1ccc(Cn2ccc(NC(=O)c3cc(-c4ccc(F)cc4)on3)n2)cc1	3	9	-1	2	19	1	-1	5	-8
N#Cc1cc2c(nc1SCc1ccccc1)CCCC2	1	-5	2	3	16	1	-2	7	1
Cc1cc2cc(CNC(=O)NC3CCCCC3)ccc2n1C	-1	-7	-3	2	3	-1	6	3	0
CCOC(=O)c1c(N)nn(C(=O)c2ccccc2)c1-c1ccccc1	-13	-1	-8	-2	2	1	2	-5	-9
Nn1c(SCC(=O)NC(=O)NCc2ccco2)nnc1-c1ccc(OC(F)F)cc1	-15	1	-10	-4	4	2	-5	10	-7
CCc1ccc(N2CCN(C(=O)c3ccc(OC)c(OC)c3)CC2)cc1	1	3	1	-2	-1	2	7	2	-4
COc1ccc(C(=O)CSc2nnc(CCc3ccccc3)n2-c2ccccc2)cc1	-3	-1	-3	-2	11	-4	-18	5	-2
CCC(CC)C(=O)Nc1cccc(C(=O)NCc2ccco2)c1	1	4	6	1	-2	-1	6	0	-4

Shown field by field: part of the list above
CCOC(=O)c1c(N)nn(C(=O)c2ccccc2)c1-c1ccccc1
  LYPLA2 counter: -13
  PAFAH1B2 FP inh: -1
  PME-1 inh: -8
  LYPLA1 inh: -2
  PAFAH1B3 inh: 2
  GSTO1 inh: 1
  PREPL inh: 2
  pPAFAH FP inh: -5
  PAD4 FP inh: -9
Nn1c(SCC(=O)NC(=O)NCc2ccco2)nnc1-c1ccc(OC(F)F)cc1
  LYPLA2 counter: -15
  PAFAH1B2 FP inh: 1
  PME-1 inh: -10
  LYPLA1 inh: -4
  PAFAH1B3 inh: 4
  GSTO1 inh: 2
  PREPL inh: -5
  pPAFAH FP inh: 10
  PAD4 FP inh: -7

Remaining list, next part:
SMILES	LYPLA2 counter	PAFAH1B2 FP inh	PME-1 inh	LYPLA1 inh	PAFAH1B3 inh	GSTO1 inh	PREPL inh	pPAFAH FP inh	PAD4 FP inh
Clc1ccc2nc(N3CCCCC3)[nH]c2c1	1	-1	1	0	1	0	13	1	0
CCCOc1ccc(/C=C/C(=O)N2CCN(c3ccccn3)CC2)cc1	6	1	2	0	1	4	0	10	2
O=C(/C=C/c1cccc([N+](=O)[O-])c1)Nc1ccc(NC(=O)c2cccs2)cc1	2	-5	3	2	-1	1	0	-1	-2
Cc1c(C)n(CCc2ccccc2)c2ncnc(NCCCN(C)C)c12	-7	0	-10	1	-2	-5	1	-8	-7
Cn1c(C(=O)NCCOc2ccccc2Cl)cc(=O)n(C)c1=O	-4	-1	-3	-2	4	3	-3	2	-3
C=CCN(C(=O)CCC(=O)Nc1cc(C)on1)C(C(=O)NC(C)(C)C)c1cccc(OC)c1OC (centres undefined)	3	2	3	-2	6	12	7	2	1
CCOC(=O)CNC(=O)CSc1nc(-c2ccc(OC)cc2)ns1	7	2	-2	4	6	-2	-3	3	0
COC(=O)[C@@H]1CC[C@H](C)[C@@H](c2ccc(C)cc2)N1C(=O)c1ccc(/C=N/O[C@@H](C)CN2CCCCc3nc(C)c(C)cc32)cc1	-1	.	-1	-3	.	3	17	5	1
CCCN(CC(=O)Nc1ccccc1C)C(=O)/C=C/c1cccs1	0	5	-3	0	6	12	-5	0	-3
O=C(CN1C(=O)NC2(CCc3ccccc32)C1=O)NCCc1ccccc1 (centres undefined)	-1	8	1	0	-4	.	5	5	0
CN(C)c1cccc(C(=O)NCC2CCCO2)c1 (centres undefined)	3	0	0	0	5	-2	0	5	-3
O=C(Cc1cccc2ccccc12)N/N=C/c1ccc(Sc2cccc3cccnc23)o1	-15	.	-18	-11	.	4	4	0	-4
N#C/C(=C\c1cccc(O)c1)C(=O)Nc1ccc2c(c1)OCCO2	-2	1	0	-1	3	-1	-6	6	-3
O=c1c2ccccc2nc2n1CCCN2	4	6	-7	2	4	-5	7	1	2
CCCCn1c(NC(C)CC)nc2c1c(=O)[nH]c(=O)n2C (centres undefined)	7	3	1	3	9	-2	0	2	-1
CCc1ccc(NC(=O)CCNC(=O)Cn2ccc3ccccc3c2=O)cc1	3	17	1	0	5	2	-6	4	-2
O=C(NCCN1CCOCC1)c1ccccc1Oc1ccccc1	-4	2	-3	-4	6	6	5	5	3
CCOC(=O)N1CCN(C(=O)/C(=C/c2cccc3ccccc23)NC(=O)c2ccc(OC)c(OC)c2)CC1	-3	1	-5	-1	8	-4	3	0	-3
COc1cc(/C=C(\NC(=O)c2ccccc2)C(=O)NCCO)c([N+](=O)[O-])cc1OC	5	6	8	2	-2	2	9	2	2
Cc1ccc(-c2noc(CNC(=O)COc3ccccc3C)n2)cc1	-5	2	4	0	2	3	-58	-1	-2
COc1ccc2nc3cccc(OC)c3nc2c1	4	10	-3	0	16	57*	4	22	-1
CC(=O)Nc1ccc(C=NNc2ccc(S(=O)(=O)Nc3ccccc3C(=O)O)cc2[N+](=O)[O-])cc1	.	26*	.	.	27*	.	37	64*	5
O=C1c2ccccc2C(=O)N1CCCn1ccnc1	-1	-1	0	0	-1	1	-4	5	1
COc1ccc2c(CN3CCN(S(=O)(=O)c4cccs4)CC3)cc(=O)oc2c1	3	4	0	-3	7	0	-70	2	-2
CN1CCN(S(=O)(=O)c2ccc(NC(=O)C(C)(C)C)cc2)CC1	-4	3	-2	-3	11	11	-3	2	-5
CCc1nnc(NC(=O)c2ccc(OCc3c(C)noc3C)c(OC)c2)s1	8	8	-2	0	10	-2	5	3	-3
O=C(NCc1ccncc1)NC12CC3CC(CC(C3)C1)C2	-1	4	1	3	-2	8	-3	4	-1
CCC(C)(C)NC(=O)CCn1c(-c2ccccc2)cc(C(C)=O)c1C	4	6	0	1	4	9	4	0	1
CN(C)/C=C/C(=O)c1cccc(Oc2ncccn2)c1	6	3	7	4	0	-2	36	5	0
NS(=O)(=O)c1ccc2c(c1)oc(=O)c1cc(S(N)(=O)=O)ccc12	6	-4	0	2	3	-4	17	3	1
COc1ccccc1NC(=O)CN(c1ccccc1F)S(C)(=O)=O	-6	2	-4	5	1	-4	-3	0	-1
CN(c1ccc(C(=O)NC2CC3CCC2C3)cc1)S(C)(=O)=O (centres undefined)	2	1	-1	2	-1	9	3	2	2
C=CCNC(=S)NCC	0	3	-4	0	2	-5	-2	-1	-5
O=C(NC(=S)NCc1ccc(Cl)cc1Cl)c1ccco1	.	8	.	.	9	.	7	9	8
CC(CCC(=O)Nc1nncs1)C(=O)O (centres undefined)	6	3	1	2	4	4	-3	3	0
COc1ccc(OC)c(-c2c[n+](=O)c3c(n2[O-])CCCC3)c1	-3	-1	1	-2	-3	-1	0	4	3
c1ccc(C2[C@H]3CN(CC4CCCCC4)[C@H](c4ccccc4)C34CC2(c2ccccc2)C4)cc1 (some centres undefined)	1	0	-7	0	5	-3	-12	-1	-3
CC(C)[C@H](N)c1nnc(SCC(=O)c2ccc(Cl)cc2)o1	-1	3	-1	-1	3	24	2	5	15*
CCC(=O)NC1(C(F)(F)F)C(=O)Nc2c1c(=O)[nH]c(=O)n2Cc1ccco1 (centres undefined)	-2	3	-12	-1	1	-3	-20	-1	4
Cc1cccn2cc(CNC(=O)c3ccc(Br)o3)nc12	0	1	2	-1	1	5	2	1	2
Cc1nn(Cc2ccc([N+](=O)[O-])cc2)c(=O)n1-c1ccc(F)cc1	4	9	8	3	-5	9	3	6	-3
CCN1CCN(C(=O)c2cc3cc4cc(OC)ccc4nc3s2)CC1	3	3	2	0	1	3	14	-3	-7
NC1=NC(=O)/C(=C/c2cn(Cc3ccccc3)c3ccccc23)S1	7	5	-2	4	10	4	19	13	-1
COC(=O)c1ccccc1NC(=O)CN1CCC(C)CC1	3	0	-3	4	2	9	10	4	-5
COc1ccc(-c2cc(C(=O)NCCCN3CCOCC3)c3ccccc3n2)cc1OC	2	6	4	-2	10	0	16	2	-3
COc1ccc(CN2CCCN(S(=O)(=O)c3ccc(Br)cc3)CC2)cc1	1	5	5	2	-7	-3	-16	1	-4
O=C(c1ccc(C(=O)N2CCCc3ccccc32)s1)N1CCCc2ccccc21	-1	11	4	0	-4	4	-7	6	0
O=C(c1ccc(O)cc1)c1ccc(C(=O)c2ccc(O)cc2)cc1	1	0	-13	-4	2	0	1	1	-4
Cc1ccc(CNC(=O)[C@]2(C)CCC[C@@]3(C)C4CC[C@@]5(C)C[C@]4(CCC32)CC5=O)cc1 (some centres undefined)	.	-8	.	.	13	.	1	-2	1
O=C(Nc1ccc(F)cc1)c1csc(Cc2ccccc2)n1	-1	7	-3	0	22	4	-5	7	0
CC1C(=O)Nc2ccc(S(=O)(=O)N3CCCCCC3)cc21 (centres undefined)	4	1	-6	-2	6	.	1	4	-2

Assay outcomes deposited in PubChem BioAssay by The Scripps Research Institute Molecular Screening Center.

An excerpt; the hit share may differ from the screen's.
